Assay outcomes: PubChem, National Center for Advancing Translational Sciences (NCATS)
CCT chaperon mod: changes cytosolic chaperonin activity | activity change, % (no concentration beside the values), hits read low | hit rate 0.3% among 360,000 | purified chaperonin ATPase assay, HTRF ADP detection, 30 min; in the data active means activity change below about -30%; further: on the % scale 0 is the no-effect control and ±100 the full control effect
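We incubate TRiC, 40 or 20 nM final, with library compounds at 76 uM and 10 uM ATP for 30 min at 37 °C. ADP formed is detected with Transcreener HTRF reagents after 30 min at room temperature.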
HepG2 tox: kills HepG2 cells in TGF-b inhibitor counter-screen | HepG2 CAGA-GFP viability, ATP luminescence, 18 h | Potency, µM (top dose mostly 46.1 µM), for inactives: at the highest dose activity change, negative = cytotoxicity, actives largely listed as cytotoxic | hit rate 0.76% among 410,000; further: potency means the concentration at half of the fitted maximal effect; some results filed as inactive show a strong effect at the top dose
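CellTiter-Glo luminescence gave cytotoxicity after 18 hours at 37 degrees C. The cells were HepG2 CAGA-GFP in 1% FBS DMEM, stimulated with 500 pg/mL TGF-beta after compound addition. %Activity was normalised to no-cell wells (complete cell-killing) and DMSO (no toxicity), and curves were fitted and classified.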
A549 viability: kills or reduces viability of A549 cells in Nrf2 counter-screen. A549 ARE-Fluc cells, CellTiter-Fluor viability, 18-24 h. AID 504648. hit rate 0.16% among 390,000. Potency, µM (series often up to 46 µM), without a hit: top-dose activity change, negative = cytotoxicity, most hits filed as inhibitors; further: potency means the concentration at half of the fitted maximal effect; on the % scale 0 is the no-effect control and ±100 the full control effect
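Cytotoxicity counterscreen: CellTiter-Fluor fluorescence was measured in A549 ARE_Fluc cells after 18-24 h of compound exposure in a concentration series. The subsequent BugLite luminescent read reports ARE-luciferase activity.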
Nrf2 inh: Nrf2 pathway inhibition; Potency, µM (doses to about 46 µM), without a hit: top-dose activity change, negative = inhibition, usual class: inhibitors; A549 ARE-Fluc reporter, luciferase luminescence, 18-24 h; hit rate 2.1% among 360,000; further: potency means the concentration at half of the fitted maximal effect; on the % scale 0 is the no-effect control and ±100 the full control effect; nearly all actives have a fitted effect of over 60% in size
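Cells were seeded and rested 2 h, then exposed to compounds for 18-24 h. CellTiter-Fluor was read first as a viability measure. BugLite was added 15 min before the final luminescent read of ARE-luciferase activity in A549 cells.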
pAkt inh: Akt phosphorylation inhibition; Neuro2A IGF-stimulated pAkt S473 HTRF, 20 min; hits give low values; activity change, % for hits at 50 µM; hit rate 0.32% among 360,000; AID 651550; in the data active means activity change below about -80%; inconclusive means mostly about -51% to -80%; further: on the % scale 0 is the no-effect control and ±100 the full control effect
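Single-point screen (50 µM final compound) in Neuro2A cells stimulated 20 min with 6 nM IGF at 37 deg C. After lysis, Ser473-phosphorylated Akt read by HTRF (ex 330 nm, em 615/665 nm) as the 665/615 ratio.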
Nrf2 ARE act: Nrf2 pathway activation. AREc32 ARE-luciferase reporter (MCF7-derived line), luminescence, 24 h. Potency, µM (titrated, usually from 46.1 µM), without a hit: at the top dose activation, most hits filed as activators. hit rate 0.31% among 410,000; further: potency means the concentration at half of the fitted maximal effect; % of control where 0% means no effect; nearly all actives have a fitted effect of over 65% in size
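Each well held 1000 AREc32 cells, which were incubated with compound for 24 hr at 37 deg C after overnight attachment, and ARE reporter activity was quantified by firefly luciferase luminescence.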
Mm-Cpn inhibitor: blocks the Methanococcus maripaludis chaperonin Mm-Cpn | purified Mm-Cpn ATPase, ADP Transcreener TR-FRET | Potency, µM (series often up to 76.9 µM), inactives show at the highest dose activity, negative = inhibition, hits mostly inhibitors | hit rate 0.031% among 330,000 | AID 504842; further: potency means the concentration at half of the fitted maximal effect; on the % scale 0 is the no-effect control and ±100 the full control effect; nearly all actives have a fitted effect of over 80% in size
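ATP (10 uM final) was added to archaeal chaperonin (25 nM final) after 10 min exposure to test compound at 37°C; after 30 min further incubation, ADP was detected by competitive TR-FRET.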
TGFb inhibitor: TGF-b pathway inhibition; HepG2 CAGA-GFP TGF-b/SMAD3 reporter, GFP fluorescence, 18 h; TGF-beta stimulated, 500 pg/mL final; AID 588855; Potency, µM (doses to about 46.1 µM), without a hit: at the top dose activity, negative = inhibition, most hits filed as inhibitors; hit rate 1.2% among 410,000; further: potency means the concentration at half of the fitted maximal effect; on the % scale 0 is the no-effect control and ±100 the full control effect; nearly all actives have a fitted effect of over 65% in size
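HEPG2 CAGA-GFP, 1000 cells/well; 2 h settle, 37 C; cpd via pin tool; TGF-b 500 pg/mL final; 18 h, 37 C; GFP imaging ex488/em500-530; %Activity normalised to -TGF-b and +DMSO controls; CRC fit, curve class.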
S2 tox: viability counter-screen for ATXN expression inhibitors; Potency, µM (top dose mostly 56.7 µM), most hits filed as cytotoxic; hit rate 0.49% among 400,000; S2 cells (HEK-293 line with an ATXN2-luciferase reporter) viability, CellTiter-Fluor protease fluorescence, 24 h; further: potency means the concentration at half of the fitted maximal effect; nearly all actives have a fitted effect of over 40% in size
* hit, by the source's call; i = inactive; ? = inconclusive; · = not tested or not shown; & = joins results of further samples. Unless noted, the call rests on the fitted dose curve; in most records, active means well fitted curve in the direction sought with a large enough effect; inconclusive means small, poorly fitted or top-dose-only effect, or another doubt; inactive means no such curve, though single readings can be large; an effect the other way counts as inactive or inconclusive.

SMILES	CCT chaperon mod	HepG2 tox	A549 viability	Nrf2 inh	pAkt inh	Nrf2 ARE act	Mm-Cpn inhibitor	TGFb inhibitor	S2 tox
CCc1ccc(S(=O)(=O)c2nnn3c2nc(N(C)Cc2ccccc2)c2cc(Cl)ccc23)cc1	·	3%	2%	11%	·	0.3%	·	-2%	i
COc1ccc(CNC(=O)Cc2ccc(NC(=O)N3CCCCc4ccccc43)cc2)cc1	·	1%	0%	-11%	·	3.0%	·	10%	i
NNC(=O)CN1CCN(c2ncc(C(F)(F)F)cc2Cl)CC1	-4.2	3%	-1%	-29%	i	0.4%	2%	15%	?
Cc1ccccc1-n1cc(CNCc2c(C(=O)N(C)C)nc3ccc(Cl)cn23)cn1	-7.2	-16%	-16%	-25%	i	-0.8%	2%	?	i
Cc1cc(NC(=O)Cn2c(=O)oc3cc(S(=O)(=O)N4CCCC4)ccc32)ccc1Br	·	-34%	-5%	·	·	4.4%	·	0%	?
CC1(C(=O)Nc2ccc(Cl)c(C(F)(F)F)c2)Cc2c(-c3ccc(C(N)=O)cc3)ccnc2O1 (configuration not stated)	-3.4	16µM*	·	·	i	-1.1%	·	11µM*	?
COc1cc(OC)cc(C(=O)Nc2cc(-c3nc4ccccc4s3)ccc2OC)c1	·	5%	2%	?	·	2.8%	·	2%	i
O=C(NCc1cccnc1)C(=O)NC1CCCCC1	2.3	3%	15%	3%	i	5.2%	2%	9%	i
COCCN(C(=S)Nc1ccc(OC)c(Cl)c1)C1CCN(C(C)=O)CC1	0.5	-1%	·	·	i	5.4%	·	-11%	i
Cc1c(C(=O)O)oc2c1C(O)CCC2 (configuration not stated)	-0.8	-16%	-2%	12%	i	-1.0%	-1%	?	i
Cc1ccc(C2CC(C(F)(F)F)n3nc(C(=O)NCc4ccco4)cc3N2)cc1 (configuration not stated)	-1.0	-18%	·	13%	i	0.3%	1%	?	i
O=C(N/N=C/c1sc(N2CCOCC2)nc1-c1ccccc1)c1ccccc1Cl	-2.6	-3%	2%	1%	i	-0.1%	-8%	2%	·
O=C(O)c1ccc2c(c1)OCCOCCOCCOCCOCCO2	-0.4	4%	-15%	2%	i	0.4%	2%	10%	i
C/C=C1\NC(=O)[C@H](C)NC(=O)[C@@H](NC(=O)[C@@H](Cc2ccc(O)cc2)NC(=O)[C@@H](NC(=O)/C(C)=C/C)C(C)C)[C@@H](C)OC(=O)[C@H](CCCCc2ccc(O)cc2)NC(=O)[C@@H](CCC(=O)OC)NC1=O	1.2	9%	·	·	i	0.4%	·	-11%	i
Cc1ccc2c(c1)NC(=O)[C@@]1(C)[C@@H](c3ccccc3)[C@H]3COc4ccccc4[C@@H]3N1C2=O	-0.4	-18%	-3%	?	i	-0.1%	-4%	2%	i
O=C(Nc1cccnc1)c1ccc2c(c1)C(=O)N(Cc1cccnc1)C2=O	-0.4	-3%	-1%	1%	i	0.4%	1%	-4%	i
CC(OC(=O)Cc1c(F)cccc1Cl)C(=O)NC1(C#N)CCCCC1 (configuration not stated)	1.5	7%	-4%	3%	i	0.2%	0%	-24%	i
CCN(CC)CCN(C)c1ccc(N2C(=O)C3CC=CCC3C2=O)cc1[N+](=O)[O-] (configuration not stated)	-1.3	-16%	-18%	-13%	i	-0.2%	0%	2%	i
CNc1nnc(-c2ccc(C)cc2)c2ccccc12	1.8	-4%	10%	-1%	i	?	1%	?	i
CCCC(=O)N(CC(=O)Nc1sc(C)c(C)c1C(N)=O)Cc1ccccc1	-0.3	-5%	3%	2%	i	-1.0%	3%	-11%	i
CCCCNC(=S)NNC(=O)C12CC3CC(CC(C3)C1)C2	-4.9	-7%	1%	-10%	i	1.8%	-1%	6%	i
Cc1cccc(C(=O)N2CCc3cc(CNS(=O)(=O)c4cccs4)ccc32)c1	·	-41%	-29%	·	·	-1.9%	·	?	·
CC(=O)c1ccc(NC(=O)CCC(=O)N2CC(C)Oc3ccc(C)cc32)cc1 (configuration not stated)	2.6	-5%	15%	-7%	i	3.5%	1%	-2%	i
O=C(Cc1ccc(Cl)cc1)Nc1cccc2ncccc12	-1.2	-23%	0%	?	i	-1.4%	-1%	-2%	i
CCN1CCN(S(=O)(=O)c2ccc(Cl)c(C(=O)NC3CCCC3)c2)CC1	-0.1	9%	2%	16%	i	0.2%	-1%	2%	i

An excerpt of these results, with two lines to a compound:
Results follow in this order: CCT chaperon mod	HepG2 tox	A549 viability	Nrf2 inh	pAkt inh	Nrf2 ARE act	Mm-Cpn inhibitor	TGFb inhibitor	S2 tox
CCCCNC(=S)NNC(=O)C12CC3CC(CC(C3)C1)C2
    -4.9	-7%	1%	-10%	i	1.8%	-1%	6%	i
Cc1ccc2c(c1)NC(=O)[C@@]1(C)[C@@H](c3ccccc3)[C@H]3COc4ccccc4[C@@H]3N1C2=O
    -0.4	-18%	-3%	?	i	-0.1%	-4%	2%	i
C/C=C1\NC(=O)[C@H](C)NC(=O)[C@@H](NC(=O)[C@@H](Cc2ccc(O)cc2)NC(=O)[C@@H](NC(=O)/C(C)=C/C)C(C)C)[C@@H](C)OC(=O)[C@H](CCCCc2ccc(O)cc2)NC(=O)[C@@H](CCC(=O)OC)NC1=O
    1.2	9%	·	·	i	0.4%	·	-11%	i
Cc1ccccc1-n1cc(CNCc2c(C(=O)N(C)C)nc3ccc(Cl)cn23)cn1
    -7.2	-16%	-16%	-25%	i	-0.8%	2%	?	i

Returning to the listing, repeating the 2 entries before the break.
SMILES	CCT chaperon mod	HepG2 tox	A549 viability	Nrf2 inh	pAkt inh	Nrf2 ARE act	Mm-Cpn inhibitor	TGFb inhibitor	S2 tox
O=C(Cc1ccc(Cl)cc1)Nc1cccc2ncccc12	-1.2	-23%	0%	?	i	-1.4%	-1%	-2%	i
CCN1CCN(S(=O)(=O)c2ccc(Cl)c(C(=O)NC3CCCC3)c2)CC1	-0.1	9%	2%	16%	i	0.2%	-1%	2%	i
CCOc1ccccc1NC(=O)C(OC(=O)c1ccc(O)cc1)c1ccccc1 (configuration not stated)	-1.5	-28%	1%	11%	i	0.0%	0%	?	i
Cc1ccccc1NC(=O)c1sc2nc(-c3ccncc3)ccc2c1N	·	-39%	-8%	26µM*	·	-0.7%	·	2%	i
Cc1oc(-c2cccc(F)c2)nc1CN(Cc1ccccc1)C[C@@H]1CCC(=O)N1	0.1	-22%	-2%	4%	i	11%	-1%	-32%	i
COc1nc(Nc2ccc3c(c2)OCO3)nc(OC)n1	-9.1	-2%	2%	15%	i	12%	1%	-16%	i
CCN(CC)c1ccc(/C=C2/C(=O)c3ccc(C(=O)O)cc3C2=O)cc1	0.1	3%	-18%	-1%	i	2.2%	-3%	0%	i
Nn1c(SC/C=C/c2ccccc2)nnc1-c1ccncc1	-4.0	-9%	0%	6%	i	-0.1%	·	5%	i
Cc1ccc(NC(=O)c2c(C)oc3ccc(O)c(CN4CCOCC4)c23)cc1	·	-10%	6%	-2%	·	0.5%	·	-7%	i
COCc1cc(=O)[nH]c(Nc2nc3ccc(C)cc3o2)n1	-0.2	-4%	?	?	i	13µM*	2%	?	?
CCC1CN(C(=O)Nc2cc(C)ccc2OC)c2cc(Cl)ccc2O1 (configuration not stated)	·	-13%	7%	9%	·	3.9%	·	0%	·
CCOc1ccc(NC(=O)c2sc3nc(-c4ccc(OC)cc4)cn3c2C)cc1	·	-26%	1%	·	·	3.8%	·	2%	·
CCOc1ccc(CCNC(=O)COC(=O)c2ccc[nH]c2=O)cc1OCC	-2.6	6%	-2%	6%	i	0.2%	0%	0%	i
NNC(=O)c1cccc(COCC(F)(F)C(F)F)c1	-0.9	-51%	2%	12%	i	2.2%	0%	-16%	i
COC(=O)c1ccc(NC(=O)C2(S(=O)(=O)c3ccc(C)cc3)CC2)cc1	·	9%	-3%	12%	·	0.5%	·	3%	i
CCCC(=O)Nc1c(-c2ccc(C)cc2)c(=O)c2ccccc2n1C	-3.0	12%	1%	-16%	i	0.2%	0%	13%	?
CCN(CC)c1ccc(/C=N/N2CCN(c3ccccn3)CC2)cc1	-1.4	6%	0%	4%	i	-0.7%	0%	9%	i
COc1ccc(-c2nnn3c2nc(NCc2ccc(C)cc2)c2ccccc23)cc1	·	-13%	0%	2%	·	0.4%	·	?	i
C=CCn1c(SCC(=O)NCC2CCCO2)nc2sc(C)c(C)c2c1=O (configuration not stated)	2.0	5%	-9%	?	i	-0.3%	-26%	-27%	?
CC(C)C(=O)Nc1ccc(-c2nc3cccnc3o2)cc1	-4.5	-3%	-13%	-26%	i	-1.4%	-3%	?	?
CN(CC(=O)Nc1ccc(C#N)cc1)CC(=O)Nc1ccc(N2CCOCC2)cc1	1.0	1%	4%	-18%	i	0.3%	2%	-1%	i
O=S(=O)(O)c1cnccc1Nc1cccc(C(F)(F)F)c1	-1.0	-19%	-1%	-5%	i	0.0%	·	6%	i
O=C(N/N=C/c1c[nH]c2ccccc12)c1cccs1	-40*	-4%	-1%	?	i	16%	3%	10%	i
COc1cc([N+](=O)[O-])ccc1NC(=O)Nc1nc2c(s1)CCCC2	-1.0	11%	-1%	-12%	i	-1.5%	-3%	5%	i
Cc1ccc(OCC(=O)Nc2ccc(Cl)cc2)c(-n2nc3ccccc3n2)c1	-6.0	-36%	-4%	2%	i	-0.7%	2%	5%	·
CC(=O)C(=[N+]=[N-])C(=O)NCc1ccccc1	-2.0	18%	-6%	·	i	-0.3%	1%	1%	i
COc1cc2c(cc1OC)C(C)N(S(=O)(=O)c1cccs1)CC2 (configuration not stated)	1.5	-3%	3%	-18%	i	-0.6%	1%	23%	i
COc1ccccc1C1C(C(C)=O)=C(O)C(=O)N1CCc1ccccc1 (configuration not stated)	-0.8	-15%	2%	5%	i	-0.6%	2%	-5%	i
CC1CCN(S(=O)(=O)c2cccc(C(=O)NC3CCS(=O)(=O)C3)c2)CC1 (configuration not stated)	2.8	1%&6%	11%	·	i	-0.5%&0.3%	·	-5%&12%	i
